# TNFa cytotox: HUVEC cytotoxicity counter-screen, TNF alpha stimulated; HUVEC TNFalpha-stimulated, Hoechst cell count, imaging; 93,000 tested, 0.17% active; cell count reduction, % at 2 µM; AID 848;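 active = cell count reduction exceeding the screen mean by over 5 SD, scaled to untreated wells per plate, cut at about 78% in these data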;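 also: cells counted after 24 h of TNF alpha exposure following the 1 h pretreatment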
# PLK1 kinase inh: blocks human PLK1 kinase activity; P53350; recombinant PLK1 kinase, TR-FRET peptide phosphorylation; inhibition, % at 10 µM; 97,000 tested, 0.53% active;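 active = inhibition of 50% or more in the single-concentration screen; inactive = inhibition below 50%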;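 also: 0% = DMSO max control and 100% = H-89 dihydrochloride min control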
# hDAT+cocaine: changed human dopamine transporter uptake under cocaine IC80; Q01959; LLC-PK1 hDAT cells, [14C]-dopamine uptake with cocaine IC80; actives deviate in either direction; B-score at 10 µM; 110,000 tested, 1.3% active; AID 449768;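 active = Z score or B-score, a plate-position-corrected score, falls beyond the plate's 99.7% confidence bounds, in either direction; inactive = both scores lie inside the 99.7% bounds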;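 also: scored against the spread of the other compound wells on the same plate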
# Target sequence (Q01959 whole entry, looked up): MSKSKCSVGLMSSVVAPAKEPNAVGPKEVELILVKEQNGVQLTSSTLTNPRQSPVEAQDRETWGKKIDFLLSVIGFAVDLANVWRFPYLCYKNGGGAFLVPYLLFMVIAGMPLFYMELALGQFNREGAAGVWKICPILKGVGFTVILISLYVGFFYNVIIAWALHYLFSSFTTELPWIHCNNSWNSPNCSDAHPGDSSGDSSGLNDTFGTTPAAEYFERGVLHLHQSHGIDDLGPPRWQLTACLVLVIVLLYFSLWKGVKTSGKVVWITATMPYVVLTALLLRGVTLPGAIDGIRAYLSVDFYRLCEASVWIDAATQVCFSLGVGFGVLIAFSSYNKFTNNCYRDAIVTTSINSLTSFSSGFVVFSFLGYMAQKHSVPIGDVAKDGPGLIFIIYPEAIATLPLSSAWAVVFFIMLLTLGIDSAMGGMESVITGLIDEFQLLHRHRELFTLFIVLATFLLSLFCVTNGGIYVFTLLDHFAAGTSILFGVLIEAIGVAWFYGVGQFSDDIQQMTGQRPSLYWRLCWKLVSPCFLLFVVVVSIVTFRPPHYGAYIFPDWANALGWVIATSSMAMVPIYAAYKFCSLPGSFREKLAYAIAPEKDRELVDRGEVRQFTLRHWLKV
# VCAM1 TNFa inh: reduces TNF alpha induced VCAM1 expression in HUVEC | HUVEC TNFa-induced VCAM-1 immunofluorescence, high-content imaging | 95,000 tested, 0.48% active | inhibition, % at 2 µM;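 active = inhibition above the batch mean plus 3 SD, with images confirmed as a hit by eye, cut at about 37% in these data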;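 also: 0% = TNF-stimulated DMSO wells and 100% = unstimulated control wells; not every result past the cut was called active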
# sEH inhibitor: inhibitors of human soluble epoxide hydrolase. 91,000 tested, 0.34% active. inhibition, % at 2 µM. P34913. recombinant human sEH enzymatic activity assay; in the data active = inhibition above about 80%; also: values of inactives mirror those of a sister screen read the other way; many of its hits are not listed in these tables
# cytoskel mod: cytoskeleton assembly modification; HUVEC TNFa F-actin phalloidin imaging, high content; inhibition, % at 2 µM; 91,000 tested, 0.18% active;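 active = inhibition above the batch mean plus 3 SD and confirmed as a hit by visual image inspection, cut at about 30% in these data, passing the limit was not always enough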; also: strong numbers were not always called active
# E coli WT exp: growth inhibitors of E. coli BW25113 wild type. growth inhibition, % at 100 µM. OD600 absorbance. 98,000 tested, 0.15% active;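 active = growth inhibition above about 50% at one test dose, limit read from the data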;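 also: growth measured after 20 h incubation at 37 °C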
# IL1B cytotox: HUVEC cytotoxicity counter-screen, IL-1B stimulated | 94,000 tested, 0.41% active | cell count reduction, % at 2 µM | HUVEC cell count loss, Hoechst imaging | AID 845;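 active = cell count reduction more than 3 SD above the screen-wide mean, cut at about 70% in these data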;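 also: normalized per plate to untreated control cells as the no-loss baseline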
# Plk1 PBD FP: inhibitors of human Plk1 polo box domain binding | 97,000 tested, 0.13% active | P53350 | inhibition, %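 (tested at about 20 µM)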 | Plk1 PBD phosphopeptide binding, fluorescence polarization | AID 693; in the data active = inhibition above about 34%, passing the limit was not always enough
# * marks the source's active call; other numbers are inactive results; · = not tested or not shown.
# Second line of a record: TNFa cytotox | PLK1 kinase inh | hDAT+cocaine | VCAM1 TNFa inh | sEH inhibitor | cytoskel mod | E coli WT exp | IL1B cytotox | Plk1 PBD FP
> O/N=C/c1cc(Cl)ccc1OCc1ccccc1Cl
  10 | -2 | 1.1 | 6 | -1 | -23 | -14 | 24 | -9
> Cc1ccccc1C(=O)Nc1nc2n(n1)C(c1ccccc1)CC(=O)N2 (stereo unspecified)
  -35 | -8 | 0.3 | -7 | -4 | 17 | 0 | -150 | 19
> CCOC(=O)c1[nH]c(C)c(C(=O)NCCCN2CCOCC2)c1C
  -21 | -6 | -5* | 2 | · | 0 | -2 | 19 | -14
> CC12CCC(C(=O)n3c1nc1ccccc13)C2(C)C (stereo unspecified)
  -32 | -10 | -0.21 | 13 | 1 | -17 | -5 | 0 | 13
> O=C(CC1Oc2ccccc2NC1=O)NCc1ccccc1 (stereo unspecified)
  11 | -22 | -0.8 | 2 | · | -16 | 2 | 9 | 13
> Cc1ccc(C)c(Oc2coc3cc(OC(=O)c4cccs4)ccc3c2=O)c1
  · | -1 | 1.1 | · | 1 | · | · | -11 | -13
> CN1CCN(C2=C(Cl)C(=O)C(c3cnc(N4CCCCC4)s3)=C(Cl)C2=O)CC1
  -34 | -4 | -1.4 | 13 | 47 | 17 | · | 7 | 14
> Cc1c(C(=O)N2CCOCC2)sc2ncnc(N3CCc4ccccc4C3)c12
  -16 | -12 | 0.32 | 5 | -1 | -3 | 5 | -10 | 13
> COc1ccccc1Cn1nnc2c(=O)[nH]c(C3CCN(C(=O)c4ccccc4Cl)CC3)nc21
  -7 | -6 | 0.89 | 16 | -3 | 0 | 3 | 0 | 5
> COc1ccc(N2CCN(S(=O)(=O)/C=C/c3ccccc3)CC2)cc1
  · | -9 | -1.2 | -13 | 1 | 1 | 4 | -4 | -15
> COc1cc2c(cc1NC(=O)c1cccc([N+](=O)[O-])c1C)oc1ccccc12
  -10 | -16 | -0.44 | 11 | 5 | 1 | -12 | · | 18
> COc1ccccc1N1CCN(C(=O)c2cc3c(s2)CCC3)CC1
  7 | -25 | 0.44 | 14 | 16 | -19 | 3 | 6 | -23
> C=C(C)Cn1c(N2CCCC2)nc2c1c(=O)[nH]c(=O)n2C
  -28 | -10 | -0.71 | -13 | -9 | -2 | 8 | 4 | 3
> COCCNC(=O)C(c1cccs1)N(C(=O)Cn1nnc2ccccc21)c1cccc(C(C)=O)c1 (stereo unspecified)
  7 | 3 | 0.17 | -4 | 6 | -27 | 3 | 22 | 12
> Cc1cccc(NC(=O)c2cccnc2)c1
  -21 | -1 | 0.42 | 12 | -6 | -14 | -3 | 23 | 5
> Cc1nnc(C)n1/N=C/c1ccc(C(=O)O)cc1
  -1 | -4 | -0.35 | 5 | -14 | · | -5 | 4 | -9
> CC(C)CN1C(=O)NC(NC(=O)c2cccnc2)(C(F)(F)F)C1=O (stereo unspecified)
  4 | -11 | -1.9 | 0 | -11 | 14 | -4 | -57 | -12
> Cc1sc2nc(SCC(=O)Nc3c(C)n(C)n(-c4ccccc4)c3=O)n(C)c(=O)c2c1C
  -10 | -12 | 1.4 | 24 | 11 | -33 | -2 | -10 | 16
> Oc1ccc(C(=S)N2CCCCCC2)cc1
  11 | -11 | -1.2 | -16 | 3 | -11 | 7 | 19 | 6
> Cc1cccc(NC2=NC(=S)N(CC#N)C23CCCCC3)c1
  -4 | -15 | -1.7 | 5 | -3 | -3 | · | 36 | -1

# Record cards, as listed above.
# Shown for `CN1CCN(C2=C(Cl)C(=O)C(c3cnc(N4CCCCC4)s3)=C(Cl)C2=O)CC1` : TNFa cytotox = -34; PLK1 kinase inh = -4; hDAT+cocaine = -1.4; VCAM1 TNFa inh = 13; sEH inhibitor = 47; cytoskel mod = 17; E coli WT exp = ·; IL1B cytotox = 7; Plk1 PBD FP = 14
# Shown for `Cc1ccc(C)c(Oc2coc3cc(OC(=O)c4cccs4)ccc3c2=O)c1` : TNFa cytotox = ·; PLK1 kinase inh = -1; hDAT+cocaine = 1.1; VCAM1 TNFa inh = ·; sEH inhibitor = 1; cytoskel mod = ·; E coli WT exp = ·; IL1B cytotox = -11; Plk1 PBD FP = -13
# Shown for `Cc1sc2nc(SCC(=O)Nc3c(C)n(C)n(-c4ccccc4)c3=O)n(C)c(=O)c2c1C` : TNFa cytotox = -10; PLK1 kinase inh = -12; hDAT+cocaine = 1.4; VCAM1 TNFa inh = 24; sEH inhibitor = 11; cytoskel mod = -33; E coli WT exp = -2; IL1B cytotox = -10; Plk1 PBD FP = 16

# A different layout for 3 compounds above:
SMILES	TNFa cytotox	PLK1 kinase inh	hDAT+cocaine	VCAM1 TNFa inh	sEH inhibitor	cytoskel mod	E coli WT exp	IL1B cytotox	Plk1 PBD FP
Cc1c(C(=O)N2CCOCC2)sc2ncnc(N3CCc4ccccc4C3)c12	-16	-12	0.32	5	-1	-3	5	-10	13
CC12CCC(C(=O)n3c1nc1ccccc13)C2(C)C (stereo unspecified)	-32	-10	-0.21	13	1	-17	-5	0	13
Cc1nnc(C)n1/N=C/c1ccc(C(=O)O)cc1	-1	-4	-0.35	5	-14	·	-5	4	-9

# The results go on:
# Second line of a record: TNFa cytotox | PLK1 kinase inh | hDAT+cocaine | VCAM1 TNFa inh | sEH inhibitor | cytoskel mod | E coli WT exp | IL1B cytotox | Plk1 PBD FP
> CS(=O)(=O)c1ccc2nc(NC3(C(F)(F)F)N=C4SCCN4C3=O)sc2c1 (stereo unspecified)
  -4 | -8 | 0.00032 | 31 | 7 | -8 | -7 | -2 | -5
> O=C(NCC1CCCO1)C1CCN(C(=O)c2ccc(Br)cc2)CC1 (stereo unspecified)
  -2 | -18 | 0.12 | -10 | 0 | -7 | -4 | 14 | -1
> COC(=O)c1c(-n2cnnn2)sc(C)c1C
  -25 | 1 | -0.32 | 5 | · | 18 | 2 | -14 | -4
> CC1CCCC(NC(=O)Cn2cc3c(n2)CCCCC3)C1C (stereo unspecified)
  -21 | -7 | 1 | -5 | 76 | -5 | 0 | -9 | -29
> CN(CCO)Cc1csc2ccc(Br)cc12
  -20 | 0 | -0.023 | 5 | -9 | 2 | 4 | 17 | -5
> CCOC(=O)C1CCN(c2ncnc3c2oc2ccc(Cl)cc23)CC1
  -20 | -8 | 2.3 | -8 | 4 | 15 | -8 | -19 | 1
> Cc1cc(C)n(CCc2nc(-c3ccc(C)o3)cs2)n1
  -60 | -8 | 0.16 | 3 | 7 | · | -5 | -2 | 18
> CCN(C(=O)c1cc2cccc(OC)c2oc1=O)C1CCCCC1
  -40 | 17 | 0.0075 | -11 | -7 | -4 | · | 4 | 6
> CCOC(=O)Nc1cc(C)ccc1OC
  8 | -10 | -1.6 | -37 | -6 | 0 | 4 | -32 | -8
> COCCCNC(=O)COc1ccc(S(=O)(=O)Nc2ccccc2)cc1
  -25 | -12 | -0.011 | 3 | 7 | -11 | 0 | -15 | -10
> CCCN(CCC)CCCNC(=O)CS(=O)Cc1nc(-c2ccc(OC)c(OC)c2)oc1C (stereo unspecified)
  -12 | -12 | 0.003 | -7 | 5 | · | 6 | -34 | -4
> Cc1ccc(-c2nnn(CC(=O)Nc3ccc(S(=O)(=O)N4CCC(C)CC4)cc3)n2)cc1
  -27 | 2 | -0.031 | -26 | 21 | 4 | 1 | 5 | 9
> O=C(NNC(=O)C1CCCO1)c1ccccc1Cl (stereo unspecified)
  -23 | -6 | 0.44 | 1 | 2 | 10 | 1 | 6 | -5
> Cn1c(SCc2ccccc2Cl)nc2ccccc21
  10 | -10 | -0.98 | 1 | 0 | -24 | 5 | -4 | -29
> Cc1coc(C)c1C(=O)CC1(O)C(=O)N(CCc2ccccc2)c2ccccc21 (stereo unspecified)
  -20 | -1 | 0.0077 | 9 | 3 | 9 | 8 | 13 | -8
> CCOC(=O)c1cnc(SCC(=O)Nc2nnc(CC)s2)nc1N
  -6 | -13 | 0.05 | -5 | -10 | 23 | -6 | 22 | -2
> OCC12COC(c3ccccc3)N1C(c1ccccc1)OC2 (stereo unspecified)
  -12 | -7 | 0.38 | -15 | 5 | -15 | -2 | 1 | 17
> CCCCOCC(O)CN1CCN(C(C)=O)CC1 (stereo unspecified)
  -10 | -15 | -0.17 | 2 | -6 | -10 | 8 | -24 | -29
> CCOC(=O)N1CCN(C(=O)CNC(=O)Cc2ccc(Cl)cc2)CC1
  -8 | -14 | 0.051 | 7 | 3 | -31 | 0 | 9 | 7
> CN(Cc1ccccc1)C(NC(=O)c1ccccc1)C(Cl)(Cl)Cl (stereo unspecified)
  -4 | -15 | -0.68 | 4 | 4 | 3 | 1 | 2 | 8
> Cc1nc2ccc(NC(=O)N3CCSCC3)cc2nc1C
  12 | -4 | -0.16 | 16 | 9 | -30 | 7 | -13 | -8
> O=c1ccc(-c2ccccc2)n[nH]1
  -13 | 4 | -0.0099 | -15 | 4 | · | 4 | 1 | -17
> O=C(c1ccccc1)N1CCN(CC2CC=CCC2)CC1 (stereo unspecified)
  -18 | -17 | -0.096 | 39 | -9 | -6 | 8 | 3 | 2
> CCCOc1ccc(C2C(C(=O)c3ccc(C)o3)=C(O)C(=O)N2CCN2CCOCC2)cc1OC (stereo unspecified)
  3 | -3 | 0.42 | 2 | 2 | -2 | 3 | -12 | -27
> COC(C(=O)Nc1ccccc1F)c1ccccc1 (stereo unspecified)
  15 | 2 | -0.008 | 10 | -15 | -8 | 4 | -35 | 7
> COc1ccc(C2(CNC(=O)c3ccco3)CCOCC2)cc1
  -1 | -21 | -0.5 | 3 | -3 | 12 | -1 | 3 | 16
> COC(=O)c1cccc(N(C(=O)c2cnccn2)C(C(=O)NC2CCCCC2)c2cn(C)nc2C)c1 (stereo unspecified)
  -34 | -2 | -0.9 | 22 | -1 | 0 | 3 | -11 | -6
> COc1ccccc1CNn1c(-c2cccc(C)c2)nc2ccccc2c1=O
  -7 | 6 | 1.4 | -14 | -8 | 3 | -15 | -100 | -39
> O=C(O)c1cc(-c2ccccc2)c(N2CCOCC2)s1
  -28 | -9 | -0.036 | 5 | 7 | · | 7 | 1 | 15
> C=C1C(C(=O)N2CCOCC2)C1C(=O)N1CCOCC1 (stereo unspecified)
  -25 | -4 | -0.75 | 0 | -18 | 7 | -3 | -9 | -35
> COc1ccc(C(=O)Nc2ccc(Cl)cc2C(=O)NCCN2CCOCC2)cc1
  4 | -5 | 0.85 | 14 | -4 | -16 | -4 | -12 | 7
> COc1ccc(NC(=O)C(c2ccc(OC)cc2)N(C)C(=O)CNC(C)=O)cc1 (stereo unspecified)
  6 | -6 | -0.2 | -5 | -9 | 1 | 1 | 19 | 13
> Nc1nonc1C(=O)OCC(=O)N1CCCCC1
  -28 | -14 | -0.18 | -10 | 1 | -18 | -2 | -3 | 18
> NC(=O)CSc1nc(-c2ccccc2Cl)ns1
  -32 | -8 | -0.76 | -4 | -8 | 18 | 1 | -19 | -3
> CCSc1nnc(NC(=O)C2(C)Cc3ccccc3C(=O)O2)s1 (stereo unspecified)
  -9 | -14 | 0.24 | 7 | -16 | 24 | 0 | -54 | 22
> C=C(C)CNC(=S)N/N=C(\C)c1ccc(-n2ccnc2)cc1
  -26 | -13 | 0.23 | -9 | -10 | -19 | -8 | -6 | 11
> CCOC(=O)C(NC(=O)Nc1ccc(F)cc1)(OCC)C(F)(F)F (stereo unspecified)
  7 | -9 | -0.0087 | 13 | -12 | 21 | -3 | 14 | 3
> COc1ccc(OCCOCCN2CCOCC2)cc1
  -21 | 0 | -0.91 | 11 | 2 | 12 | -6 | · | 8
> CSc1n[nH]c(NC2=CC(=O)CCC2)n1
  -26 | -9 | -0.31 | -6 | -7 | 8 | 3 | -13 | -15
> Cc1noc(C)c1COc1ccc(C(=O)OC(C)C(=O)Nc2ccc(N3CCOCC3)cc2)cc1 (stereo unspecified)
  3 | -11 | -1.8 | 17 | -9 | -4 | 1 | 6 | 17
> CCN(CC)C(=O)N1CCC(NC(=O)Cc2ccccc2)CC1
  -35 | -1 | -0.19 | -4 | 0 | -10 | -8 | -15 | 10
